EPAC1 antagonist: EPAC1 (human) antagonism | EPAC1 GEF assay, Rap1b-BODIPY-GDP exchange fluorescence | Potency, µM (highest dose often 115 µM), for inactives: at the highest dose activity change, negative = inhibition, most hits filed as inhibitors | O95398 | AID 720709 | 360,000 compounds, 0.14% hits;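 note: potency is the fitted concentration of half-maximal effect; plate controls were vehicle for no effect and positive control for full effect; nearly all actives have a fitted effect of over 50% in size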
PLK1 PBD inh: blocks phosphopeptide binding to human PLK1 polo-box domain | P53350 | Plk1 PBD binding of FITC phosphopeptide, fluorescence polarization | Potency, µM, inactives show max response, negative = inhibition, actives largely listed as inhibitors | 360,000 compounds, 2.8% hits | AID 720504; note: potency is the fitted concentration of half-maximal effect; series mostly up to about 57 µM; % is set by controls: 0 for no effect and ±100 for the full control effect; nearly all actives have a fitted effect of over 65% in size
Target sequence (P53350 whole entry, looked up, the tested form may be a part): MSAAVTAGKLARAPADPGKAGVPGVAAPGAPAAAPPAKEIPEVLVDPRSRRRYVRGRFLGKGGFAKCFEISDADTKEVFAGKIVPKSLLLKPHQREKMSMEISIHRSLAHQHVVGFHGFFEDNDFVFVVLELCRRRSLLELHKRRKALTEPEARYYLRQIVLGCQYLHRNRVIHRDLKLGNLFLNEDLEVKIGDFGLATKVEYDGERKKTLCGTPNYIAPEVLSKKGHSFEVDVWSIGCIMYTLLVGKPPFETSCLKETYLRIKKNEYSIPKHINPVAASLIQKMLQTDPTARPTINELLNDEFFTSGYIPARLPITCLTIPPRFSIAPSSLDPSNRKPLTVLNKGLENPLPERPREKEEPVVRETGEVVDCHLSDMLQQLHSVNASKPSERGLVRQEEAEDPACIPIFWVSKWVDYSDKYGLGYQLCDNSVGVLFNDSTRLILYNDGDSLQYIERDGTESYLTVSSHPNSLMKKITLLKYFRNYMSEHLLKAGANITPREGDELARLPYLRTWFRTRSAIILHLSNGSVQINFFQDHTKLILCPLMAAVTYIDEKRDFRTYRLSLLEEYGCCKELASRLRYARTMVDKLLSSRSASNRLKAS
EPAC2 ag: activates human EPAC2 exchange factor; 360,000 compounds, 0.079% hits; Potency, µM (highest dose often 154 µM), without a hit: top-dose activation, most hits filed as activators; EPAC2 activation, biochemical qHTS; response scale: 100% = 6.5 mM cAMP response; AID 720711; Q8WZA2; note: potency is the fitted concentration of half-maximal effect; nearly all actives have a fitted effect of over 50% in size
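Guanine nucleotide exchange by EPAC2 is measured as reduced fluorescence of BODIPY-GDP once it is released from 250 nM Rap1B. Plates are read kinetically for 30 min at room temperature; results are scaled to 6.5 mM cAMP.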
WRN helicase inh: inhibitors of human WRN helicase | Q14191 | WRN helicase unwinding, fluorescent forked duplex, kinetic | Potency, µM (doses to about 114 µM), inactives show at the highest dose activity change, negative = inhibition, hits mostly inhibitors | 360,000 compounds, 0.46% hits | AID 651768; note: potency is the fitted concentration of half-maximal effect; % is set by controls: 0 for no effect and ±100 for the full control effect; nearly all actives have a fitted effect of over 55% in size
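Enzyme (20 nM final) and test compound sit together 15 min at room temperature before substrate addition. Substrate is a single-forked duplex oligonucleotide (100 nM) labelled with fluorophore and quencher, with 2 mM ATP; helicase unwinding raises red fluorescence, read kinetically.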
CCT modulator: changes cytosolic chaperonin activity; activity change, % (test concentration not listed), hits read low; purified chaperonin ATPase assay, HTRF ADP detection, 30 min; AID 651819; 360,000 compounds, 0.3% hits; in the data active = activity change below about -30%; note: % is set by controls: 0 for no effect and ±100 for the full control effect
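Nucleotide hydrolysis assay: TRiC at 20–40 nM final (set by batch activity) with 10 uM ATP, 30 min at 37 °C, in presence of 76 uM compound. Detection by competitive ADP HTRF, 30 min ambient.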
PI5P4K alpha inh: PI5P4K alpha (human) kinase inhibition; P48426; PI5P4Kalpha enzyme, ADP-Glo luminescence, 60 min; hits give low values; max response, %; 330,000 compounds, 1.2% hits; AID 652105; active = max response of -50% or lower; inconclusive = between -30% and -50%; inactive = -30% or higher; note: value at the top dose of about 77 µM; % is set by controls: 0 for no effect and ±100 for the full control effect
Target sequence (P48426 whole entry, looked up): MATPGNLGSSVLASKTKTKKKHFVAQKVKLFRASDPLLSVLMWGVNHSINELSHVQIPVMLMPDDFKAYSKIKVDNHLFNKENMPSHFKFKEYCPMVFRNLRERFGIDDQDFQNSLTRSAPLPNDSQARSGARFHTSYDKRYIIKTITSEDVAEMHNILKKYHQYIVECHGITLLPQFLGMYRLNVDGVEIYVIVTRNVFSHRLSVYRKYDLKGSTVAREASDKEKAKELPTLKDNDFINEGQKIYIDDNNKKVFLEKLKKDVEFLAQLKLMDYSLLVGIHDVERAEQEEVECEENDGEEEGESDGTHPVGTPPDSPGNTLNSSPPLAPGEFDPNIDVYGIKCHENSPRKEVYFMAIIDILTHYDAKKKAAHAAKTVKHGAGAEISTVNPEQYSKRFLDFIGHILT
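Single end-point luminescence (ADP-Glo) quantified ADP from PI5P4Kalpha turnover; ATP 5 microM final, 1 h at RT, 0.1% CHAPS and 0.28 mM EGTA in HEPES pH 7.4.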
IL2 activator: IL-2 activation. IL-2 activation reporter assay, cell-based qHTS; stimulated with anti-CD3/CD4/CD28 beads; in transgenic mouse T cells. activation, % (series mostly up to about 46 µM). 360,000 compounds, 0.065% hits. AID 652025; in the data active = activation above about 50%; inconclusive = mostly about 30% to 49%; note: 0% is about no effect
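First, unstimulated transgenic mouse T cells were exposed to compound for 60 min. Next, anti-CD3/anti-CD4-coated beads with anti-CD28 were added. Finally, after 18 h at 37 degrees C, EGFP and DsRed were imaged.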
EPAC1 agonist: EPAC1 (human) agonism | EPAC1 agonist qHTS, biochemical assay; response scale: 100% = response to 6.5 mM cAMP | O95398 | 360,000 compounds, 0.073% hits | Potency, µM (series often up to 154 µM), for the others: at the highest dose activation, usual class: activators; note: potency is the fitted concentration of half-maximal effect; nearly all actives have a fitted effect of over 60% in size
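Nucleotide exchange assay: 100 nM EPAC1 with 250 nM Rap1B loaded with BODIPY-GDP and 50 uM GDP, room temperature. Fluorescence (480/540 nm) read every 5 min for 30 min; signal change normalized to 6.5 mM cAMP as full agonist.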
Numbers without * were called inactive; u = inconclusive; x = no result given; [ ] = dose if it differs, or a comment. Unless noted, calls come from the whole dose curve; as a rule, active = well fitted curve in the direction sought with a large enough effect; inconclusive = small, poorly fitted or top-dose-only effect, or another doubt; inactive = no such curve, though single readings can be large; an effect the other way counts as inactive or inconclusive. This is a subset; rates above refer to the full screens.

Start of the data: the first 5 compounds as a preview:
SMILES	EPAC1 antagonist	PLK1 PBD inh	EPAC2 ag	WRN helicase inh	CCT modulator	PI5P4K alpha inh	IL2 activator	EPAC1 agonist
O=C(N/N=C/C(Br)=C\c1ccccc1)c1ccco1	1%	2%	2%	10%	-1.1	-1	-2.7	-10%
COc1ccccc1-c1cc(C(=O)Nc2c(C)n(C)n(-c3ccccc3)c2=O)no1	10%	-5%	-6%	4%	-1.8	x	1.4	3%
CNC[C@@H]1Oc2ccc(NC(=O)Nc3c(C)noc3C)cc2CC(=O)N([C@H](C)CO)C[C@H]1C	-33%	-9%	3%	1%	0.1	0	0.1	0%
COc1ccc(CN2CCNC(=O)C2CC(=O)NC2CCCCCCC2)cc1OC (stereo not drawn)	2%	-10%	3%	14%	-0.7	1	-4.8	-3%
CCn1c(SCC(=O)c2ccc(Cl)s2)nnc1-c1cccs1	-8%	-17%	3%	-5%	-2.3	-23	0.3	1%

The list itself, previewed entries included:
SMILES	EPAC1 antagonist	PLK1 PBD inh	EPAC2 ag	WRN helicase inh	CCT modulator	PI5P4K alpha inh	IL2 activator	EPAC1 agonist
O=C(N/N=C/C(Br)=C\c1ccccc1)c1ccco1	1%	2%	2%	10%	-1.1	-1	-2.7	-10%
COc1ccccc1-c1cc(C(=O)Nc2c(C)n(C)n(-c3ccccc3)c2=O)no1	10%	-5%	-6%	4%	-1.8	x	1.4	3%
CNC[C@@H]1Oc2ccc(NC(=O)Nc3c(C)noc3C)cc2CC(=O)N([C@H](C)CO)C[C@H]1C	-33%	-9%	3%	1%	0.1	0	0.1	0%
COc1ccc(CN2CCNC(=O)C2CC(=O)NC2CCCCCCC2)cc1OC (stereo not drawn)	2%	-10%	3%	14%	-0.7	1	-4.8	-3%
CCn1c(SCC(=O)c2ccc(Cl)s2)nnc1-c1cccs1	-8%	-17%	3%	-5%	-2.3	-23	0.3	1%
CCOC(=O)C1CCN(CC(O)COCc2ccccc2)CC1 (stereo not drawn)	2%	-14%	2%	6%	-0.2	4	-0.3	10%
C=CCN1C(=O)/C(=C\C(C)=C\c2ccccc2)SC1=S	u	-7%	6%	8%	0.8	1	-0.2	-5%
CC(C)Cc1nnc(NC(=O)CSc2nc(O)c(-c3ccccc3)c(=O)[nH]2)s1	18%	-8%	7%	14%	-2.3	-26	-3.4	-4%
Cc1ccc([N+](=O)[O-])cc1N=C(c1ccc([N+](=O)[O-])cc1)N1CCOCC1	-13%	0%	6%	0%	-0.4	2	4.3	3%
CCCCN(C1CCS(=O)(=O)C1)S(=O)(=O)c1cccs1 (stereo not drawn)	-3%	-2%	8%	3%	1.0	-1	1.4	7%
CCOc1ccccc1C1C(C(=O)Nc2ccccc2OC)=C(C)Nc2nnnn21 (stereo not drawn)	2%	-4%	-7%	3%	-0.4	4	-0.8	-15%
C[C@@H]1CN([C@@H](C)CO)C(=O)CCCn2nncc2CO[C@@H]1CN(C)S(=O)(=O)c1ccc2c(c1)OCCCO2	-10%	-7%	-2%	3%	-0.5	0	-1.7	-6%
COc1ccc(C(CNC(=O)C(Cc2ccccc2)NC(N)=O)N(C)C)cc1 (stereo not drawn)	11%	-13%	3%	-10%	0.8	3	0.0	3%
CC(Oc1ccc(F)cc1)C(=O)Nc1ccccc1C(=O)N1CCCCC1 (stereo not drawn)	9%	7%	-5%	7%	-0.3	0	-0.3	8%
O=C1CC(C(=O)Nc2ccc(F)cc2)n2cnnc2N1 (stereo not drawn)	13%	-4%	4%	-1%	0.1	6	-1.4	11%
CCOC(=O)C1CCN(C(=O)C2CCCN(S(=O)(=O)c3ccc(OC)c(Cl)c3)C2)CC1 (stereo not drawn)	-14%	-4%	4%	-29%	-1.5	7	-3.3	9%
COc1ccccc1-c1nc(S(=O)(=O)c2ccc(Cl)cc2)c(N(C)C)o1	3%	u	6%	-11%	0.6	x	2.8	0%
COCCNC(=O)COC(=O)c1cccnc1SC	-2%	-2%	-6%	-5%	-1.3	0	0.4	0%
CC(C)OC(=O)CCNc1n[nH]c(=O)[nH]c1=O	-14%	-4%	6%	-5%	-0.2	8	1.5	-8%
COc1ccc(CNC(=O)CCCCCNC(=O)N2CCn3c2nc2ccccc23)cc1	-30%	-8%	7%	1%	0.3	1	0.4	5%
CCCc1nc2oc3c(Cl)ncnc3c2c2c1CCCC2	-2%	1%	-1%	-4%	-0.3	3	-0.8	4%
O=C(NCc1cccc(Cl)c1)c1ccc2c(c1)OCO2	-3%	-8%	11%	4%	-2.1	x	-4.1	10%
CCn1cc(C(=O)NCCc2ccc(OC)cc2)c(=O)c2ccc(C)nc21	9%	-4%	2%	-8%	1.3	-7	-1.0	1%
COc1ccc(NC2CCCN(C(=O)c3ccccc3C(F)(F)F)C2)cc1 (stereo not drawn)	7%	0%	-1%	0%	-1.0	-3	-4.1	-4%
CCOC(=O)CC1C(=O)NCCN1S(=O)(=O)c1ccccc1 (stereo not drawn)	-16%	-16%	5%	0%	-0.1	1	-1.5	0%
(further entries)
SMILES	EPAC1 antagonist	PLK1 PBD inh	EPAC2 ag	WRN helicase inh	CCT modulator	PI5P4K alpha inh	IL2 activator	EPAC1 agonist
CCOC(=O)c1c(NC(=O)C2(C)Cc3ccccc3C(=O)O2)sc2c1CCCC2 (stereo not drawn)	-17%	24µM*	7%	-32%	-4.5	0	-0.7	1%
CN(CCC#N)C(=S)Nc1ccc(S(=O)(=O)N2CCOCC2)cc1	-12%	-16%	10%	10%	-1.9	0	-0.8	-8%
COC(=O)c1ccc(Cn2cc([N+](=O)[O-])cn2)cc1	-4%	-4%	7%	10%	0.6	-6	-2.0	-7%
COC(=O)c1cc(S(=O)(=O)N2c3ccccc3CC2C)cn1C (stereo not drawn)	0%	-15%	-1%	-1%	1.4	3	-1.8	10%
O=C(NCc1ccccc1)C1Cc2ccccc2CN1C(=O)c1ccco1 (stereo not drawn)	6%	-7%	-2%	-5%	0.1	u	0.3	10%
CCN(C(=O)c1ccc2c(=O)n3c(nc2c1)CCCCC3)c1ccc(F)cc1	-7%	-10%	3%	4%	-3.5	0	-0.7	8%
COc1cc(C2NC(=O)NC(C)=C2C(=O)Nc2cccc(C)c2C)cc(OC)c1OC (stereo not drawn)	-4%	5%	7%	3%	-1.9	-6	0.8	2%
Cc1cccc(C)c1C(O)c1ncc(-c2cccc3ccccc23)[nH]1 (stereo not drawn)	-15%	-3%	25%	-9%	-1.1	-1	0.2	-7%
Cc1ccc(CN2CCC[C@]3(N[C@H](c4ccccc4)[C@@H]4C(=O)N(C)C(=O)[C@@H]43)C2=O)cc1	8%	6%	8%	3%	1.5	1	1.5	-3%
COc1ccccc1NC(=O)c1cc(S(=O)(=O)N2CCCC2)cn1C	-4%	-14%	7%	2%	-0.8	3	-1.4	6%
CCc1ccc2[nH]c(=O)c(CN(CCCO)C(=O)NCc3ccccc3)cc2c1	-13%	-4%	4%	4%	0.3	-8	-2.4	0%
O=C(O)[C@H](Cc1ccccc1)N1C(=O)c2ccncc2C1=O	1%	-16%	5%	-11%	-2.2	x	4.6	2%
O=C(OCc1ccc2c(c1)OCO2)c1ccc(S(=O)(=O)N2CCCCC2)cc1	10%	1%	-67%[inhibitor][15.6 µM]	10%	-3.5	0	-0.5	0%
COc1ccc(C(=O)N/N=C/c2ccc(OC)c(OS(=O)(=O)c3ccccc3)c2)cc1	5%	-4%	6%	-14%	-4.7	-7	-2.4	6%
COc1cc(-c2nnc(NC(=O)CCS(=O)(=O)c3ccc(F)cc3)o2)cc(OC)c1OC	3%	-16%	15%	-8%	-5.4	-5	-0.4	4%
CCc1cccc(C)c1NC(=O)CN(C)C1=NS(=O)(=O)c2ccccc21	-23%	-4%	4%	2%	0.9	0	0.1	7%
Cc1nnc(SCC(=O)N2CCCC(C(=O)c3ccc(Cl)cc3)C2)o1 (stereo not drawn)	7%	0%	4%	-3%	-0.2	5	-0.9	-7%
CCN(c1ccc(OC)cc1)S(=O)(=O)c1ccc2c(c1)CC(C)N2C(=O)C1CC1 (stereo not drawn)	-13%	3%	5%	-2%[57.1 µM]	0.4	-2	-3.9	2%
COc1ccc(C(=O)COC(=O)c2cc(=O)[nH]c3ccccc23)c(OC)c1	-6%	2%	-4%	-14%	1.0	-1	-1.3	-2%
O=C(CCNS(=O)(=O)c1ccc(OC(F)(F)F)cc1)N1CCN(S(=O)(=O)c2cccc(F)c2)CC1	-19%	-4%	4%	-1%	1.9	1	0.3	-12%
O=C(c1ccc2c(=O)n(C3CCCC3)c(=S)[nH]c2c1)N1CCc2ccccc21	11%	-14%	4%	5%	0.8	x	-2.4	4%
CC(C)Cc1nnc(NC(=O)CSc2ncn[nH]2)s1	4%	-11%	26%	-32%[57.1 µM]	2.7	-3	1.0	-9%
Cc1cc(C)n(S(=O)(=O)c2cc(C)c(C)cc2C)n1	13%	-6%	7%	-4%	0.6	x	-3.7	10%
CCCCC1CCCC12NC(=O)NC2=O (stereo not drawn)	-14%	-7%	3%	-10%	1.1	5	-0.5	5%
COC(C(=O)Nc1ccnn1C1CCN(C(=O)c2ccc(C)cc2)CC1)c1ccccc1 (stereo not drawn)	1%	u	-9%	10%	-2.8	-1	0.3	-4%
Other structures:
SMILES	EPAC1 antagonist	PLK1 PBD inh	EPAC2 ag	WRN helicase inh	CCT modulator	PI5P4K alpha inh	IL2 activator	EPAC1 agonist
Cc1ccc(-c2cc(C(=O)N/N=C/c3c[nH]c4ccccc34)[nH]n2)cc1	-5%	1%	16%	-16%	-1.6	8	2.3	0%
CCOC(=O)N1CCN(C(=O)c2cccc(NS(=O)(=O)c3ccc(F)c(F)c3)c2)CC1	2%	4%	1%	-5%	-0.1	0	-0.2	-11%
COc1ccc(C(=O)C2CCN(CC(=O)Nc3ccccc3F)CC2)cc1	17%	-13%	12%	8%	0.2	9	1.1	6%
CCOC(=O)c1nc2sc3c(c2c(=O)[nH]1)CCCC3	7%	-21%	-3%	-9%	-1.6	-13	-2.8	-2%
C=CC[C@@H](CC(=O)N[C@H](CO)Cc1ccccc1)C(=O)N[C@H](C)COC(=O)[C@@H](CC=C)Cc1ccc(F)cc1	-22%	0%	-5%	2%	-0.4	2	-0.5	-24%
Cc1nn(-c2ccccc2)nc1CNC(=O)CC(C)(C)C	-11%	-12%	6%	4%	1.4	-6	-0.2	-7%
CC1CN(C(NC(=O)C(C)(C)C)C(Cl)(Cl)Cl)CC(C)O1 (stereo not drawn)	8%	-12%	-8%	1%	-0.3	-9	-0.4	-5%
COc1ccc(Nc2ccc(Nc3ccc(OC)cc3)nn2)cc1	-9%	u	9%	-3%	-1.2	1	0.2	7%

Compound activity (PubChem)
